From PubChem
KLF5 inh = kruppel-like factor 5 inhibition; actives 0.23% (n = 290,000); inhibition, % at 5 µM; AID 1700; DLD-1 KLF5 promoter-luciferase reporter, luminescence;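 active means inhibition above a per-plate limit of that plate's mean compound inhibition plus 3 SD, cut at about 60% in these data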;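 further: 0% = DMSO wells and 100% = LY294002 at 200 µM; higher means less KLF5 promoter-driven luciferase light; inactives centre near -14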
IEC-6 tox = counter-screen for KLF5 inhibitors: cytotoxicity in IEC-6 cells; IEC-6 cytotoxicity, luminescence viability; actives 0.78% (n = 290,000); inhibition, % at 5 µM; in the data active means inhibition above about 22%;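 further: 0% = plate median of test compound wells and 100% = cytotoxic reference compound wells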
Platelet DG rel = platelet dense granule release activity | human platelet-rich plasma, SFLLRN dense granule ATP release, luminescence | inhibition, %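 (compounds screened at 7.5 µM in platelet-rich plasma)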 | actives 0.22% (n = 300,000);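 active means mean replicate score, as percent of positive control, at or above 50; inconclusive means mean below 50 but at least one replicate at or above 50; inactive means mean and every replicate below 50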
HSF1 inhib = HSF1 inhibition | NIH3T3-HGL HSE-luciferase, MG132-induced, luminescence 8 h; hits give low values | activity change, negative = inhibition, % at 7.5 µM (by protocol) | actives 0.77% (n = 300,000);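 active means more than half of replicate wells show activity change below -50%, luminescence cut by over half; inconclusive means some wells, but at most half, below -50%; inactive means no replicate well below -50%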;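 further: luciferase reports HSF-1 transcriptional activity via heat shock element; 0% = median of DMSO wells and -100% = zero luminescence signal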
HSF1 activator = increases HSF-1 driven luciferase reporter signal. activation, % at 9 µM. actives 1.7% (n = 300,000). NIH3T3-HGL HSF-1 luciferase reporter, MG132, 8 h; 100% = twice DMSO control signal. AID 504408;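 active means mean replicate activation of at least 50% with a set share of replicates each reaching 50%; inconclusive means only one of those two conditions met; inactive means mean below 50% and too few replicates reaching it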;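 further: 0% = median of the neutral control wells and 100% = twice that signal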
HSP90 refold inh = inhibitors of HSP90 luciferase refolding in rabbit reticulocyte lysate. luciferase refolding luminescence, 3 h. inhibition, % at 5.6 µM. actives 0.91% (n = 290,000);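 active means inhibition above the screen-wide mean plus 3 SD, computed separately per campaign, cut at about 16% in these data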;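 further: 0% = DMSO wells and 100% = 60 µM geldanamycin wells; inhibitors lower the luminescence because luciferase stays unfolded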
AI-2 QS mod = Vibrio harveyi AI-2 quorum sensing modulation; Vibrio harveyi JMH597 AI-2 luminescence/OD600 ratio, 9 h; hits give low values; strain lacks LuxN and CqsS sensors; 0 = neutral-control median; activity change, % at 7.5 µM; actives 0.4% (n = 300,000); in the data active means activity change below about -75%, passing the limit was not always enough; inconclusive means no clear call, values can overlap the other calls;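 further: luminescence divided by OD600 gain over 9 h not by final OD600 alone; inactives centre near 13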
HIF act = HIF pathway transcriptional activation; U2OS HRE-luciferase reporter, luminescence; normalized: DMSO 0%, desferrioxamine 100%; activation, % at 7.5 µM (by protocol); actives 0.32% (n = 300,000); AID 1910;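 active means mean activation of at least 10% of the iron chelator positive control signal, with at least half of replicates also reaching 10%; inconclusive means mean and replicate majority disagree about reaching 10%; inactive means mean and most replicates under 10%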
SKKanGAS inh = blocks kanamycin growth of S. pyogenes SKKanGAS strain; BacTiter-Glo, 6 h; inhibition, % at 7.5 µM; actives 1.3% (n = 300,000); AID 1662;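 active means mean replicate score, as percent of positive control median, at least 50; inconclusive means mean below 50 but one replicate at or above 50; inactive means mean and every replicate below 50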;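 further: strain carries kanamycin resistance gene driven by streptokinase promoter and grows in 40 µg/ml kanamycin; loss of luminescence reflects streptokinase promoter inhibition or plain growth inhibition; 0% = median of DMSO wells and 100% = positive control at its reference dose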
aSyn 5UTR inh = 5' untranslated region of α-synuclein, MLPCN primary screen. alpha-synuclein 5'UTR reporter, inhibitor activity. inhibition, % (tested at 7.5 µM). actives 0.82% (n = 300,000). AID 1813; in the data active means inhibition above about 60%; inconclusive means no clear call, values can overlap the other calls;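 further: H4 neuroglioblastoma cells stably carrying SNCA 5'UTR luciferase fusion; 0% = DMSO wells and 100% = positive control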
The depositor's hits bear a star; ? = inconclusive; . = not tested or not shown.

item	SMILES	HSF1 activator	AI-2 QS mod	aSyn 5UTR inh	HSP90 refold inh	SKKanGAS inh
1	O=C(CSc1nc(O)c(C(c2ccccc2)c2ccccc2)c(=O)[nH]1)N1CCOCC1	-15	21	11	4	-1
2	CC1=CC(=O)C=C(C)C1=NOC(=O)/C=C\c1ccccc1	65*	16	15	2	-10
3	CCOC(=O)c1ccc(NC(=O)NCc2ccc(OC)cc2)cc1	-4	-26	3	1	0
4	O=C(Nc1ccc2c(c1)OCO2)c1cccc(Cl)c1	31	6	-148	-2	-1
5	Cc1ccc(S(=O)(=O)N2CCOC2CNC(=O)C(=O)NCc2ccc(Cl)cc2)cc1 (configuration not stated)	12	12	14	3	22
6	Cc1ccc(C(=O)OCC2OC3OC(C)(C)OC3C2O)cc1 (configuration not stated)	1	-8	-11	-5	-1
7	Cc1c(Cc2ccccc2)c(=O)oc2cc(OC(=O)c3ccccc3)ccc12	6	-14	4	1	9
8	CCOC(=O)C1CCCN(C(=O)CSc2nc(C)cc(C)n2)C1 (configuration not stated)	-46	12	5	-2	-14
9	COc1ccccc1CN1CCCC(CN(CCN(C)C)C(=O)c2ccc(C)cc2)C1 (configuration not stated)	-12	-4	-8	5	-2
10	O=C(O)CN1C(=O)/C(=C\c2cc(Br)ccc2OCc2ccc(F)cc2)SC1=S	70*	-6	-13	0	?
11	COc1cc(NC(=O)c2cccc(Br)c2)nc(OC)n1	27	-2	-105	1	-6
12	CC(C)CNC(=O)CC(=O)N/N=C/c1ccc(F)cc1	-5	18	7	-3	6
13	COC(=O)/C(=C1/Oc2cc3c(cc2S1)OCO3)C(F)(F)F	-3	4	-42	-2	3
14	CC1(C)Cc2nc3oc4c(NCc5ccccc5)ncnc4c3cc2CO1	4	7	1	2	-2
15	CC(=O)c1ccc(S(=O)(=O)N2CCC(NC(=O)Nc3cccc(F)c3)CC2)cc1	8	19	13	1	-9

item	KLF5 inh	HIF act	Platelet DG rel	IEC-6 tox	HSF1 inhib
1	-13	-0.3	26	4	-9
2	-10	-0.5	-2	4	42
3	-40	0.1	3	0	0
4	-155	4.6	13	0	24
5	-3	0.3	-2	3	-3
6	0	0.4	-16	4	1
7	-42	0.6	-3	-1	4
8	-9	-0.6	-21	2	-31
9	-90	-0.3	1	6	-1
10	-14	0.8	4	-6	21
11	-66	4.5	9	5	12
12	-20	0.0	-11	2	2
13	-32	0.3	-7	-2	15
14	-21	0.8	1	-2	-12
15	-4	-0.9	-9	9	-1

Further compounds:
item	SMILES	HSF1 activator	AI-2 QS mod	aSyn 5UTR inh	HSP90 refold inh	SKKanGAS inh
16	Nc1c(-c2ccccc2)c(CN2CCOCC2)nn1-c1ccccc1	10	15	3	-1	4
17	O=C(CN1CCCCCCC1)N/N=C/c1ccccc1F	-12	17	5	-2	-4
18	Cc1c(C#N)c2ncn(CC#N)c(=O)c2n1-c1ccccc1	0	19	-26	3	-1
19	Cc1cc(C(=O)N/N=C\c2cc(C(C)(C)C)c(O)c(C(C)(C)C)c2)n[nH]1	-1	61	0	3	12
20	Brc1ccccc1-c1nnc(COc2ncnc3ccccc23)o1	20	4	-16	0	0
21	Clc1cc(Cl)cc(C2=NCCC(c3ccccc3)O2)c1 (configuration not stated)	4	35	0	1	-2
22	CC1(C)Oc2ccc3ccc(=O)oc3c2C(N2CCCCC2)C1O (configuration not stated)	1	11	-12	0	-21
23	Cc1ccc(-c2ccc(CCC(=O)O)n2-c2ccc(O)cc2)cc1	-4	23	5	2	7
24	C=C(C)COc1ccc(-c2nc(N)ncc2-c2ccc(Cl)cc2)c(O)c1	-4	9	0	0	99*
25	CO/N=C/c1c(-c2ccccc2)nn(C)c1Cl	-13	-2	-22	-1	-16
26	CC(C)(Cc1ccc(O)cc1)NC(=O)CC(=O)N=Nc1c(O)[nH]c2cc(Br)ccc12	-3	11	17	-1	-11
27	Cn1c(N)c(C(=O)c2cc(-c3ccncc3)nc3ccccc23)c(=O)n(C)c1=O	11	23	15	-1	5
28	c1ccc2nc(-c3ccc(-n4ccnc4)cc3)ccc2c1	44	-1	-224	5	-7
29	O=C(COC(=O)Cc1ccc(F)cc1)NCCc1ccccc1	0	-10	-19	.	6
30	O=C(NNC(=S)NCc1ccccc1)c1ccc2c(c1)OCO2	-19	-41	-8	-1	2

item	KLF5 inh	HIF act	Platelet DG rel	IEC-6 tox	HSF1 inhib
16	-3	0.1	10	-1	4
17	-28	0.4	-5	-3	-5
18	-13	-1.0	8	4	0
19	-9	-0.1	10	0	2
20	-22	0.4	-4	-8	11
21	6	1.3	0	-2	-7
22	7	0.0	-9	-4	-3
23	-16	-0.4	0	-7	2
24	-3	0.1	-6	-4	5
25	-45	-0.1	-4	-3	-4
26	-21	0.3	-18	-4	-8
27	-15	0.2	-5	2	1
28	-132	1.1	2	-2	24
29	.	-8.3	-9	.	-5
30	-3	0.4	4	6	1

Single records, from the list above.
Profile of Cc1ccc(S(=O)(=O)N2CCOC2CNC(=O)C(=O)NCc2ccc(Cl)cc2)cc1 (configuration not stated) : HSF1 activator = 12; AI-2 QS mod = 12; aSyn 5UTR inh = 14; HSP90 refold inh = 3; SKKanGAS inh = 22; KLF5 inh = -3; HIF act = 0.3; Platelet DG rel = -2; IEC-6 tox = 3; HSF1 inhib = -3
Profile of O=C(CN1CCCCCCC1)N/N=C/c1ccccc1F : HSF1 activator = -12; AI-2 QS mod = 17; aSyn 5UTR inh = 5; HSP90 refold inh = -2; SKKanGAS inh = -4; KLF5 inh = -28; HIF act = 0.4; Platelet DG rel = -5; IEC-6 tox = -3; HSF1 inhib = -5

Two records drawn at random from those above, as already listed:
item	SMILES	HSF1 activator	AI-2 QS mod	aSyn 5UTR inh	HSP90 refold inh	SKKanGAS inh
22	CC1(C)Oc2ccc3ccc(=O)oc3c2C(N2CCCCC2)C1O (configuration not stated)	1	11	-12	0	-21
24	C=C(C)COc1ccc(-c2nc(N)ncc2-c2ccc(Cl)cc2)c(O)c1	-4	9	0	0	99*

item	KLF5 inh	HIF act	Platelet DG rel	IEC-6 tox	HSF1 inhib
22	7	0.0	-9	-4	-3
24	-3	0.1	-6	-4	5

The results go on.
item	SMILES	HSF1 activator	AI-2 QS mod	aSyn 5UTR inh	HSP90 refold inh	SKKanGAS inh
31	CCc1ccccc1NC(=O)CN(C1CCCCC1)S(C)(=O)=O	18	29	16	0	0
32	CC(C)c1nc(SCC(=O)NC2CCCCC2)c2ccccc2n1	5	.	-10	0	22
33	Cc1ccc(C(=C2C3C=CC2C2C(=O)NC(=O)C32)c2ccc(C)cc2)cc1 (configuration not stated)	12	17	24	3	10
34	Cc1ccc(C(=O)Nc2ccc(C(=O)NCC3CCCO3)cc2)cc1 (configuration not stated)	-8	16	-6	-4	0
35	COC(=O)c1sc(N)c(C(=O)OC)c1COC(=O)CCNS(=O)(=O)c1ccc(C)cc1	18	10	-10	-2	8
36	COc1ccc(C(=O)NC(=S)N2CCOCC2)cc1Br	6	14	-59	8	5
37	COc1ccc(/C=C/C(=O)OCC(=O)NCCC2=CCCCC2)cc1S(=O)(=O)N1CCOCC1	18	22	-5	-1	-3
38	CC(C)COC(=O)Nc1nnc(SCCOc2ccccc2)s1	16	14	3	0	5
39	CCc1ccc(-c2nc(CN3CCC(C(=O)NCc4ccc(F)cc4)CC3)c(C)o2)cc1	4	11	18	1	-4
40	Cc1ccc2nc(Cn3cc(C(F)(F)F)ccc3=O)cc(=O)n2c1	-8	25	26	-3	-1
41	COCCN(C)Cc1nc(C(c2ccccc2)c2ccccc2)no1	8	12	5	-1	3
42	COc1ccccc1CN1CCCC(C(=O)N(C)Cc2ccccc2)C1 (configuration not stated)	-1	24	-7	-5	-1
43	O=C(NCCc1ccccc1)C1CCN(S(=O)(=O)c2ccc(-n3cnnn3)cc2)CC1	1	-1	-9	3	-2
44	Cc1nc2ccc(C(=O)N3CCN(Cc4ccccc4)CC3)cc2[nH]1	37	4	-1	2	3
45	CC(C)(O)C(=O)NN(C(=O)c1ccccc1)c1cccc(Br)c1	2	-2	-6	0	4

item	KLF5 inh	HIF act	Platelet DG rel	IEC-6 tox	HSF1 inhib
31	-6	-0.3	-2	-6	3
32	-4	-0.6	-3	6	6
33	-9	0.4	3	0	-7
34	-36	-1.7	-7	-2	-2
35	1	-0.5	0	-6	-4
36	-38	0.2	-1	1	-2
37	-33	0.1	-7	2	6
38	8	0.0	-2	1	2
39	2	-0.2	2	-1	0
40	-16	-1.4	-23	1	-10
41	-4	0.3	-6	1	8
42	-10	-0.2	-3	-2	-5
43	-11	?	-20	-3	-2
44	-20	1.4	-34	10	1
45	6	0.0	-14	2	-7

Remaining list, next part:
item	SMILES	HSF1 activator	AI-2 QS mod	aSyn 5UTR inh	HSP90 refold inh	SKKanGAS inh
46	CCc1c(C(=O)NNC(=S)Nc2ccc(S(=O)(=O)Nc3ncccn3)cc2)csc1C	-5	9	28	5	4
47	CCn1nnnc1SCC(=O)Nc1ccc(OC)cc1	16	2	-2	6	-7
48	Cc1ccc(NC(=O)C(CC(C)C)NC(N)=O)cc1Cl (configuration not stated)	-5	2	-28	2	2
49	O=C(NCCS(=O)(=O)c1ccc(Cl)cc1)c1ccc(F)cc1	3	11	-20	2	-4
50	COC(=O)CSc1nnc(CNC(=O)c2ccco2)n1-c1ccc(F)cc1	-6	-1	6	1	-8
51	O=C(CN(c1cccc(C(F)(F)F)c1)S(=O)(=O)c1ccc(Cl)c([N+](=O)[O-])c1)NCc1ccccc1	14	23	9	0	3
52	C/C(=N\NC(=O)c1ccc(-c2ccccc2)cc1)c1cccc(N)c1	-6	10	-57	1	8
53	O=C(NCCN1CCOCC1)c1cc(-c2ccccc2)on1	1	-5	-130	-2	-9
54	COCCNC(=S)N(CCc1c(C)[nH]c2ccc(F)cc12)Cc1ccco1	53*	22	-3	-4	0
55	Cc1cccc(NC(=O)C(=O)NCCc2c[nH]c3ccccc23)c1C	-9	21	-14	3	-10
56	COc1ccc(C)c2sc(=NC(=O)c3ccc(C(C)=O)cc3)n(C)c12	-22	25	-20	5	8
57	COc1ccc(CCNC(=O)Cn2nc(C(=O)O)c3ccccc3c2=O)cc1OC	-8	2	28	1	6
58	CC(C)Cc1nnc(NC(=O)C2CC(=O)N(Cc3ccccc3)C2)s1 (configuration not stated)	-17	2	-8	-3	6
59	O=C(c1ccc(Br)cc1)N1CCCC(c2nc(-c3cccs3)no2)C1 (configuration not stated)	46	35	-11	-1	-10

item	KLF5 inh	HIF act	Platelet DG rel	IEC-6 tox	HSF1 inhib
46	-27	-0.7	-1	7	5
47	-53	0.1	4	2	1
48	-22	0.0	-3	1	2
49	-24	0.2	2	-3	4
50	5	-0.1	-11	-1	-2
51	-21	-0.3	-8	5	6
52	-16	2.0	3	10	1
53	-37	5.9	-5	-10	5
54	-16	-38	-1	1	29
55	-7	-0.3	-2	3	2
56	-99	3.6	7	1	-18
57	-4	-0.8	13	-4	-9
58	-22	-0.1	-2	5	-2
59	-5	-1.3	-5	4	28

This is a random part of the collection; any-hit rate near 6%.
